# NFkB transloc inh – blocks IL-1B driven NFkB nuclear translocation in HUVEC cells. HUVEC IL-1B NFkB p65 nuclear translocation imaging. 94,000 tested, 0.43% active. inhibition, % at 2 µM. AID 796;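 active = inhibition above about 30% together with a positive call from visual inspection of the well image, limit read from the data; inconclusive = inhibition above a set limit but visual check negative; inactive = inhibition not above a set limit, visual check negative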;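 note: nuclear over cytoplasmic p65 intensity ratio measured by imaging; 0% = IL-1B stimulated DMSO wells and 100% = unstimulated DMSO wells; values of inactives mirror those of a sister screen read the other way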
# Bcl-B TR3 displacers – displacers of TR3 peptide from Bcl-B, primary screen, selectivity assay for Bfl-1 inhibitor project, biochemical, fluorescence polarization | FP displacement of FITC-TR3 peptide from Bcl-B; higher % means a stronger effect | 96,000 tested, 0.11% active | displacement, % at 20 µM, or IC50 in µM where a hit was titrated;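 active = displacement above 50% at 20 µM plus a fluorescence interference ratio under 1.5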;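 note: plate controls were wells without compound for no effect and wells lacking Bcl-B protein for full effect; a part of the inactive calls stands beside numbers as strong as those of hits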
# MRP resist rev – MRP-mediated drug resistance reversal; H69AR cells + 2 uM doxorubicin, CellTiter-Glo, 72 h; differential viability (reversal), % at 10 µM; 85,000 tested, 0.04% active; AID 602;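 active = viability drop by adding the cancer drug above about 55%, with treated viability meeting a 40% cutoff, limit read from the data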;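 note: viability without doxorubicin minus viability with 2 µM doxorubicin for each compound; larger differential means the compound sensitizes cells more to doxorubicin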
# IL1B NFkB pot – enhances IL-1B driven NFkB nuclear translocation; HUVEC IL-1B NFkB p65 nuclear translocation imaging; activation, % at 2 µM; 94,000 tested, 0.3% active;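 active = activation above 40%, about the mean plus 3 SD, also judged a hit on visual image review; inconclusive = activation above 40% but not a hit on visual review; inactive = activation not above 40% and no visual hit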;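 note: percent activation is computed from the nuclear over cytoplasmic p65 intensity ratio; values of inactives mirror those of a sister screen read the other way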
# PLAP inhibitors HTS – PLAP enzyme inhibitors, biochemical, luminescence, HTS (AID 690) | 96,000 tested, 0.08% active | inhibition, % at 20 µM; hits with a dose series show IC50 in µM | purified PLAP, luminescent substrate; higher % means a stronger effect; in the data active = a potency from the dose series; inactive = the rest, 99 in 100 with inhibition below about 30%; note: strong numbers were not always called active
# MRP resist rev cytotoxicity – second read-out of MRP resist rev, no call of its own (marks repeat the call); viability, %; H69AR cells, CellTiter-Glo, 72 h; measured here: cytotoxicity without doxorubicin
# MRP resist rev with doxorubicin – further read-out of MRP resist rev, marked with its call; viability, %; measured here: viability with 2 uM doxorubicin; active compounds read low
# NFkB transloc inh cell count 2 µM – further read-out of NFkB transloc inh, marked with its call; cell count; measured here: cells passing quality filter;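 raw number of nuclei counted in each imaged well without normalization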
# IL1B NFkB pot cell count 2 µM – also measured in IL1B NFkB pot; calls as there; cell count; measured here: cells passing quality filter
# Numbers without * were called inactive; ? = inconclusive; . = not tested or not shown.
SMILES,NFkB transloc inh,NFkB transloc inh cell count 2 µM,Bcl-B TR3 displacers,MRP resist rev,MRP resist rev cytotoxicity,MRP resist rev with doxorubicin,IL1B NFkB pot,IL1B NFkB pot cell count 2 µM,PLAP inhibitors HTS
COc1cccc(C2Nc3ccccc3C(=O)N2O)c1O (stereo not drawn),.,.,-3%,2,92,90,.,.,2%
O=C(NCc1cccs1)c1noc2c1CCCCC2,.,.,-4%,8,97,90,.,.,0%
O=C(CN1CCOCC1)Nc1ccc(Br)cn1,1,143,-6%,-5,104,110,-1,143,25%
OC(COCc1ccco1)CN1CCN(C(c2ccccc2)c2ccccc2)CC1 (stereo not drawn),-32,101,5%,10,103,93,33,101,-46%
CSc1nc2ccc3nc(NC(=O)C4COc5ccccc5O4)sc3c2s1 (stereo not drawn),-10,65,0%,-17,57,75,10,65,-58%
CCOC(=O)N1CCN(c2c(NCc3ccccn3)c(=O)c2=O)CC1,0,193,5%,8,98,90,1,193,11%
c1ccc(-n2nnnc2SCc2cn3cccnc3n2)cc1,-25,132,2%,2,105,102,25,132,1%
CCOC(=O)c1ccc(NC(=O)CCNc2c(N3CCCC3)c(=O)c2=O)cc1,-8,144,-12%,7,98,91,8,144,-5%
Cn1c(=O)c2c(ncn2CC(=O)N2CCCc3ccccc32)n(C)c1=O,8,101,11%,.,.,.,-8,101,-14%
CCSc1nc(-c2ccccc2)c(C#N)c(=O)[nH]1,0,97,5%,21,101,81,0,97,-4%
COc1ccc(C2CC(=O)N3CN(Cc4ccco4)CSC3=C2C#N)cc1 (stereo not drawn),-7,96,3%,12,92,81,7,96,-17%
Cc1cc(C)c2cc(CN(Cc3nnnn3C3CCCCC3)CC3CCCO3)c(=O)[nH]c2c1 (stereo not drawn),-6,142,-8%,-21,59,80,6,142,-47%
Cc1ccc(C(=O)N/C(=C/C=C/c2ccccc2)C(=O)NCc2ccco2)cc1,-6,180,-2%,.,.,.,3,119,-10%
Cc1cc(C(=O)NCc2ccccc2)no1,-1,93,0%,17,91,74,1,93,-9%
Cc1nc2cc(NS(=O)(=O)c3c(C)c(C)cc(C)c3C)ccc2s1,-32,128,.,-6,51,57,32,128,.
CCOC(=O)N/C(N)=N/c1nc2ccccc2s1,24,131,3%,-5,84,89,-24,131,-55%
CCN1C(=O)/C(=C/N(C)c2ccccc2)OC1=S,-11,96,-1%,4,78,74,11,96,-5%
O=C(Nc1ccccc1C(=O)N1CCCCC1)c1cccc(S(=O)(=O)N2CCOCC2)c1,-16,133,1%,.,.,.,16,133,-25%
COc1ccc(-n2ccnc2SCC(=O)NCc2ccc3c(c2)OCO3)cc1,4,153,-10%,4,93,89,-4,153,-2%
Cc1nc2scc(-c3cccs3)c2c(=O)[nH]1,4,181,4%,.,.,.,-4,181,8%
COc1cc(OC)cc(-c2nc(-c3ccccc3OC)no2)c1,-2,151,.,-7,88,94,2,151,.
O=C(NC1CCCCC1)C(c1ccccc1)N1CCc2ccccc21 (stereo not drawn),-1,81,12%,-16,75,91,1,81,-13%
CN(CC(O)COc1ccc(OCC(O)CN(C)C2CCCCC2)cc1)C1CCCCC1 (stereo not drawn),-15,49,-4%,15,95,80,15,49,-67%
CCc1c(C)sc(NC(=O)c2cccs2)c1C(N)=O,-15,198,5%,4,100,96,15,198,-6%
O=C(Nc1ccccc1)Nc1ccc2snnc2c1,-30,103,.,-48,13,61,30,103,.
Nc1nnc(-c2ccncc2)s1,6,82,-3%,-5,96,100,-6,82,1%
O=C1Nc2ccccc2N(O)N1c1cc(-c2cccc(Cl)c2)no1,2,167,-12%,-9,108,117,-2,167,8%
O=C(CCN1C(=O)COc2ccccc21)NCCN1CCN(c2ccccc2F)CC1,5,96,-7%,-4,88,91,-5,96,-45%
Cc1ccc(C(=O)NC2CC(C)(C)NC(C)(C)C2)cc1C,5,116,10%,-1,94,96,-5,116,20%
CCOC(=O)N1CCN(C(=O)CSc2nnc(-c3ccc(Cl)s3)o2)CC1,-18,115,3%,4,95,91,18,115,5%
CCOC(=O)C(=CNc1cccc(N)n1)C(=O)OCC,2,182,0%,.,.,.,-2,182,6%
CCC(=O)Nc1nc(CC(=O)Nc2ccccc2OC)cs1,13,68,.,7,96,90,-13,68,.
COc1ccnc(NCc2cccnc2)c1C#N,-7,104,-27%,.,.,.,7,104,-5%
COc1ccc(C2(O)CCN(C(=O)c3c(F)cccc3F)CC2)cc1,4,123,-6%,-11,91,102,-4,123,-2%
Cc1cc(N2C(=O)CC(Cc3ccc(Cl)cc3)C2=O)no1 (stereo not drawn),-10,159,-5%,6,95,88,10,159,14%
O=C(COc1nnnc2ccccc12)N1CCCc2ccccc21,13,149,-1%,0,86,87,-13,149,19%
CCOC(=O)N1CCN(CCC(=O)Nc2ccc(OC)cc2)CC1,-3,41,-10%,2,92,90,3,41,15%
C/C(N)=C(/C#N)C(=O)COC(=O)CCSc1ccccc1Cl,0,166,6%,.,.,.,-1,166,10%
CCOC(=O)N1CCC(NC(=O)c2ccc3nc4ccccc4c(=O)n3c2)CC1,-10,158,2%,-24,65,89,10,158,-22%
O=C(N/N=C/c1ccco1)c1cc(-c2ccc3ccccc3c2)n[nH]1,2,183,-42%,0,2,2,-2,183,-167%
Cn1cc(S(=O)(=O)N2CCc3ccccc3C2)c(=O)n(C)c1=O,-1,70,-5%,6,92,86,1,70,-7%
CCN(CC)S(=O)(=O)c1cc(C(=O)Nc2nncs2)c(Cl)cc1Cl,-11,113,6%,31,71,40,11,113,-14%
O=C1NCCCC1C(=O)Nc1cccc(C(F)(F)F)c1 (stereo not drawn),6,118,3%,6,104,98,-6,118,-2%
O=C(Nc1nc(-c2ccccc2Cl)cs1)c1cccnc1,-10,138,0%,15,102,86,10,138,12%
COC(=O)C1=CN(C)C=C(C(=O)OC)C1c1ccc(O)c(OC)c1,12,74,2%,4,93,90,-12,74,-20%

# Single records, from the list above. Screens in order: NFkB transloc inh | NFkB transloc inh cell count 2 µM | Bcl-B TR3 displacers | MRP resist rev | MRP resist rev cytotoxicity | MRP resist rev with doxorubicin | IL1B NFkB pot | IL1B NFkB pot cell count 2 µM | PLAP inhibitors HTS
# Entry for `CCC(=O)Nc1nc(CC(=O)Nc2ccccc2OC)cs1` → 13 | 68 | . | 7 | 96 | 90 | -13 | 68 | .
# Entry for `Cc1cc(N2C(=O)CC(Cc3ccc(Cl)cc3)C2=O)no1` (stereo not drawn) → -10 | 159 | -5% | 6 | 95 | 88 | 10 | 159 | 14%
# Entry for `O=C(N/N=C/c1ccco1)c1cc(-c2ccc3ccccc3c2)n[nH]1` → 2 | 183 | -42% | 0 | 2 | 2 | -2 | 183 | -167%
# Entry for `COC(=O)C1=CN(C)C=C(C(=O)OC)C1c1ccc(O)c(OC)c1` → 12 | 74 | 2% | 4 | 93 | 90 | -12 | 74 | -20%
# Entry for `COc1ccc(C2(O)CCN(C(=O)c3c(F)cccc3F)CC2)cc1` → 4 | 123 | -6% | -11 | 91 | 102 | -4 | 123 | -2%

# (more compounds)
SMILES,NFkB transloc inh,NFkB transloc inh cell count 2 µM,Bcl-B TR3 displacers,MRP resist rev,MRP resist rev cytotoxicity,MRP resist rev with doxorubicin,IL1B NFkB pot,IL1B NFkB pot cell count 2 µM,PLAP inhibitors HTS
O=C(Nc1sc2c(c1C(=O)NC1CCCCC1)CCC2)c1ccco1,-2,105,-8%,8,105,98,2,105,16%
Cc1cc2cc(CN(Cc3ccc4c(c3)OCO4)C(=O)c3cnccn3)c3nnnn3c2cc1C,-2,105,-61%,23,93,70,2,105,-45%
COc1ccccc1OC(=O)c1ccc(S(=O)(=O)N(C)C)cc1,-6,169,-4%,-3,98,100,6,169,9%
O=C(Cn1cnc2ccccc2c1=O)Nc1ccc2c(c1)CCC2,-42,150,-6%,-7,95,102,?,.,14%
c1ccc2c(c1)ncn2CCCOc1ccc2c(c1)CCC2,-24,63,0%,9,93,83,25,63,-33%
COC(=O)c1c(NC(=O)CSc2nnc(-c3cccnc3)n2Cc2ccco2)sc(C)c1C,-3,141,-5%,11,98,87,3,141,-47%
CCOc1ccc(S(=O)(=O)N(C)c2ccc(OCC(=O)NCc3ccco3)cc2)cc1,-10,40,-1%,-5,98,102,10,40,-30%
NC(=O)c1cn(-c2ccccc2)nc1-c1cccnc1,6,137,-5%,4,98,94,-6,137,21%
O/N=C(\Cc1cscn1)c1ccc(O)cc1O,-11,192,10%,1,92,90,11,192,10%
COc1ccc(CCNC(=O)CN(c2ccccc2OC)S(C)(=O)=O)cc1OC,-1,167,-10%,9,94,84,1,167,-8%
Cc1csc(NC(=O)C2CCCCC2C(=O)O)n1 (stereo not drawn),1,102,-18%,-4,83,87,-1,102,-11%
CC(=O)NCCc1cc2cc(C)c(C)cc2[nH]c1=O,-5,181,3%,9,93,84,5,181,1%
CCCn1cc(S(=O)(=O)CC(=O)Nc2ccc(OCC)cc2)c2ccccc21,.,.,-8%,-26,83,109,.,.,9%
CCOC(=O)c1sc(NC(=O)CSc2ncn[nH]2)c(C#N)c1C,0,115,-5%,-34,50,84,0,115,-19%
CCOC(=O)N1CCC(N2C(=O)c3ccccc3C2Nc2ccc3c(C)cc(=O)oc3c2)CC1 (stereo not drawn),-13,76,2%,-3,76,79,13,76,-63%
O=C(NCCN1CCOCC1)c1cccs1,6,194,12%,9,89,80,-6,194,12%
Cc1ccc(C)c(C(=O)CN2C3=NCCCN3c3ccccc32)c1,-10,68,-2%,-2,64,66,10,68,-3%
CC(C(=O)Nc1ccccc1F)N1C(=O)c2ccccc2C1=O (stereo not drawn),1,107,13%,.,.,.,-1,107,5%
Cc1cccc2cc(CN(Cc3nnnn3C3CCCC3)C3CCCCC3)c(=O)[nH]c12,2,164,.,3,78,75,-1,164,.
CCOc1ccc(N=C2C(=O)N(CN3CCOCC3)c3ccccc32)cc1,2,104,2%,-11,70,81,-2,104,-12%
COC(=O)c1[nH]c(C)c(/C(O)=C2\C(=O)C(=O)N(CCN(C)C)C2c2ccc(OC)cc2)c1C (stereo not drawn),.,.,-22%,-1,101,102,.,.,-25%
CCOC(=O)c1ccccc1NS(=O)(=O)c1ccc(S(=O)(=O)N2CCCC2)cc1,.,.,-19%,-10,62,71,.,.,-47%
N#Cc1nc(-c2ccco2)oc1N1CCCC1,-21,56,9%,3,88,85,21,56,8%
Cc1c(C(=O)OCC(=O)N2CC(=O)Nc3ccccc32)oc2ccc(Br)cc12,0,178,-2%,.,.,.,0,178,35%

# Five compounds from above, showing only NFkB transloc inh:
SMILES	NFkB transloc inh
CC(C(=O)Nc1ccccc1F)N1C(=O)c2ccccc2C1=O (stereo not drawn)	1
Cc1ccc(C)c(C(=O)CN2C3=NCCCN3c3ccccc32)c1	-10
Cc1cccc2cc(CN(Cc3nnnn3C3CCCC3)C3CCCCC3)c(=O)[nH]c12	2
CCOc1ccc(N=C2C(=O)N(CN3CCOCC3)c3ccccc32)cc1	2
O=C(NCCN1CCOCC1)c1cccs1	6

# Screening results from PubChem.

# A portion of the library. The share of hits here may be higher or lower than overall.
